High-throughput results deposited in PubChem by several laboratories.
STEP inh – STEP phosphatase inhibitors, primary screen, biochemical, fluorescence intensity, uHTS | Tyrosine-protein phosphatase non-receptor type 5 (Homo sapiens), P54829 | recombinant STEP, OMFP fluorogenic substrate | inhibition, % at 20 µM | 360,000 tested, 0.25% active | AID 588621, 2011;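 active = inhibition at 20 µM, scaled per plate between control wells, above about 37%, limit read from the data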;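 note: 0% = DMSO with enzyme and substrate and 100% = substrate only without enzyme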
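Material: STEP (striatal-enriched tyrosine phosphatase) enzyme, cell-free | Medium: 50 mM Bis-Tris pH 6.0 with 2.5 mM DTT and 0.005% Tween 20 | Read-out: Percent inhibition scaled to no-enzyme and uninhibited-enzyme controls, plate-pattern corrected | Signal: Fluorescence read at 480 nm ex / 540 nm em | Times: 20 min reaction, room temperature, in the dark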
CSN deneddyl inh – inhibitors of CSN-mediated cullin deneddylation, primary screen, biochemical, fluorescence polarization, uHTS. 360,000 tested, 0.38% active. COP9 signalosome complex subunit 5 (Homo sapiens), Q92905. Purified CSN, SCF-Nedd8-OG deneddylation. inhibition, % at 12.5 µM. AID 651999, 2013;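 active = pattern-corrected inhibition above about 35%, with an unprinted fluorescence ratio check between 0.5 and 1.5, limit read from the data, passing the limit was not always enough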;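 note: 0% = enzyme with substrate and 100% = substrate without enzyme; some results filed as inactive read as strong as hits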
Target sequence (Q92905 whole entry, looked up, one chain of several): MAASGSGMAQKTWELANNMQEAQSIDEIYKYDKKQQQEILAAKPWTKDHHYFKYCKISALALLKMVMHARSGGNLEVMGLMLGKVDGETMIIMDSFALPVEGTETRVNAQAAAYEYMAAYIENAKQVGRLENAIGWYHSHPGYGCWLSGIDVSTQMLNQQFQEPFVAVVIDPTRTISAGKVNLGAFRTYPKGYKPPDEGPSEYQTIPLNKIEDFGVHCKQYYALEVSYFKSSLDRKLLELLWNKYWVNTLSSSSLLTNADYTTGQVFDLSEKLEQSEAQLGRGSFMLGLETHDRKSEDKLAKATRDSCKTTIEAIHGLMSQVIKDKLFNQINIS
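Assay system: HEK293T-derived human Csn5 enzyme; quantity: 0.24 nM enzyme; medium: Tris/NaCl/DTT buffer, pH 7.5; also added: substrate SCFSkp2-Nedd8OG, 10 nM; doses: 12.5 µM compound; schedule: 90 min reaction at room temperature; signal: FP; read-out: % inhibition of substrate cleavage by Csn5; benchmarks: substrate-only high control, full reaction low control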
Rin1 Abl inh – inhibitors of Rin1-Abl protein binding, primary screen, biochemical, TR-FRET; Tyrosine-protein kinase ABL1 (Homo sapiens) + Ras and Rab interactor 1 (Homo sapiens), …; inhibition, % at 7.35 µM; 360,000 tested, 0.4% active; AID 588664, 2011; in the data active = inhibition above about 5%, passing the limit was not always enough
DNMT1 block – human DNMT1 methyltransferase inhibitors, primary screen, biochemical, molecular beacon, fluorescence, HinP1I cleavage, uHTS; 360,000 tested, 0.83% active; inhibition (reported as % activation of signal), % at 10 µM; in the data active = inhibition above about 50%
Rpn11 inh – Rpn11 (PSMD14) deubiquitinase inhibitors, primary screen, biochemical, fluorescence polarization, uHTS; 26S proteasome non-ATPase regulatory subunit 14 (Homo sapiens), O00487; AID 588493, 2011; human 26S proteasome, Ub4-pepOG fluorescence polarization; 20S core pre-blocked with epoxomicin; calls only at 20 µM; 360,000 tested, 0.59% active;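 active = inhibition at 20 µM, scaled to each plate's controls, above about 33%, limit read from the data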
Target sequence (O00487 whole entry, looked up): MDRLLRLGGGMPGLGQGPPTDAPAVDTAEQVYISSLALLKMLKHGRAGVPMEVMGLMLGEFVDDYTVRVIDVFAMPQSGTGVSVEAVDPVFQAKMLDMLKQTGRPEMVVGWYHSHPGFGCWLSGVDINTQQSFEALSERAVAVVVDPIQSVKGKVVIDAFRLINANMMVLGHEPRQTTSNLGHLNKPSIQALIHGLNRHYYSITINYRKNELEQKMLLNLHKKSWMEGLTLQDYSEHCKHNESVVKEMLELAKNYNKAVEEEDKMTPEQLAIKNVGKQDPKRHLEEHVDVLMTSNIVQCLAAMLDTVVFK
LMPTP inh – LMPTP phosphatase inhibitors, primary screen, biochemical, fluorescence intensity, uHTS. recombinant LMPTP-A, OMFP fluorogenic substrate. inhibition, % at 20 µM. 360,000 tested, 0.22% active;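 active = compounds that cut the enzyme signal by at least half of the control window in the single-dose screen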;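 note: plate controls were DMSO wells with enzyme plus substrate for no effect and substrate without enzyme for full effect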
Target sequence (P24666 whole entry, looked up): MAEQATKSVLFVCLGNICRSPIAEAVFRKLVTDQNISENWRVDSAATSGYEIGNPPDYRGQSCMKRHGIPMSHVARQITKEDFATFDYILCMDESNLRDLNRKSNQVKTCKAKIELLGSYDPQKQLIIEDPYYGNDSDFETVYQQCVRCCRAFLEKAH
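Test system: LMPTP-A, protein tyrosine phosphatase of low molecular weight; Input: 0.625 nM enzyme; Incubation: 50 min dark incubation at room temperature; Signal: endpoint fluorescence intensity from OMFP dephosphorylation; Read-out basis: % inhibition versus control wells.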
Scp-1 inhibitor – Scp-1 phosphatase inhibitors, primary screen, biochemical, colorimetric, uHTS; Carboxy-terminal domain RNA polymerase II polypeptide A small phosphatase 1 (Homo …; Recombinant Scp1, phosphopeptide, malachite green phosphate absorbance; inhibition, % at 20 µM; 340,000 tested, 0.88% active; AID 493091, 2011;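 active = inhibition above about 50% at 20 µM, limit read from the data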;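 note: plate controls were DMSO wells with enzyme for no effect and wells lacking enzyme for full effect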
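Test system: SCP-1 phosphatase catalytic domain, residues 76-261 | Compound dosing: One concentration, 20 µM, with 1.0% DMSO | Schedule: 45 min room-temperature reaction, 5 min colour, 30 min stabiliser | Detection: Absorbance at 630 nm | Read-out basis: % inhibition of SCP-1 phosphate liberation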
NadD inh – inhibitors of S. aureus NadD, primary screen, biochemical, colorimetric, uHTS | purified NadD enzyme, colorimetric absorbance read-out | 360,000 tested, 0.78% active | AID 602399, 2012 | inhibition, % at 20 µM; in the data active = inhibition above about 26%; note: some compounds past the cut are filed as inactive
Neddylation inh – inhibitors of cullin neddylation, primary screen, biochemical, TR-FRET, uHTS, NAE and Ubc12; calls only at 25 µM; 360,000 tested, 0.58% active; AID 651699, 2012; in the data active = inhibition above about 36%
SUMO1 PPI mod – modulators of SUMO1 protein-protein interactions, primary screen, biochemical, uHTS | Small ubiquitin-related modifier 1 (Homo sapiens), P63165 | SUMO1 binding to a labelled peptide, TR-FRET, 1 h | inhibition, % at 20 µM | 360,000 tested, 0.33% active | AID 602429, 2012; in the data active = inhibition above about 37%
Target sequence (P63165 whole entry, looked up): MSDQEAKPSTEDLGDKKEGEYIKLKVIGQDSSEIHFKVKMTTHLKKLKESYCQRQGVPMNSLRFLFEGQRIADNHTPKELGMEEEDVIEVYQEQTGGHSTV
The depositor's hits bear a star; i = inactive; / = no result given.

No.	SMILES	STEP inh	CSN deneddyl inh	Rin1 Abl inh	DNMT1 block	Rpn11 inh	LMPTP inh	Scp-1 inhibitor	NadD inh	Neddylation inh	SUMO1 PPI mod
1	COc1ccc(-c2cc(C(F)(F)F)n3nc(C(=O)NCc4ccco4)cc3n2)cc1	1	-4	4	8	i	0.8	1	5	/	-4
2	Cc1nc(NCc2cccnc2)c2c3c(sc2n1)CCCC3	27	2	5	51*	i	3.9	-6	-4	i	4
3	Cc1cccc(C(CC(=O)O)NC(=O)C(F)(F)F)c1 (stereo not drawn)	2	-4	1	2	i	-0.6	-9	-1	i	0
4	C=CCOc1ccccc1CNCc1ccc(F)cc1	1	3	-1	-4	i	-1.5	-4	-5	i	-3
5	C=CCNC(=O)CCCOc1cccc(C)c1	4	2	-2	-2	i	-0.5	-11	4	i	5
6	COc1ccc(C(=O)NCc2nnc(SCC(=O)N3CCc4ccccc43)n2CCc2ccccc2)cc1	0	-2	-4	-12	i	0.7	8	3	i	1
7	CCn1c(CSCc2ccc(F)cc2)nnc1SCC(=O)NCc1ccccc1	1	1	0	-1	i	-1.7	-3	3	i	-2
8	O=C(NC(=S)Nc1ccc(N2CCOCC2)c(Cl)c1)c1cccs1	0	-1	-2	-5	i	1.2	-10	-7	i	-2
9	Cc1ccccc1-c1nc2ccc(Cl)cc2c(=O)n1O	0	-4	2	-1	i	-0.3	-4	5	i	-6
10	CCCCCC(=O)Nc1ccc(S(=O)(=O)Nc2cc(OC)nc(OC)n2)cc1	2	7	1	-1	i	-0.2	-6	2	i	0

Ordered by the number under DNMT1 block (ascending): some entries from above
No.	SMILES	STEP inh	CSN deneddyl inh	Rin1 Abl inh	DNMT1 block	Rpn11 inh	LMPTP inh	Scp-1 inhibitor	NadD inh	Neddylation inh	SUMO1 PPI mod
6	COc1ccc(C(=O)NCc2nnc(SCC(=O)N3CCc4ccccc43)n2CCc2ccccc2)cc1	0	-2	-4	-12	i	0.7	8	3	i	1
8	O=C(NC(=S)Nc1ccc(N2CCOCC2)c(Cl)c1)c1cccs1	0	-1	-2	-5	i	1.2	-10	-7	i	-2
4	C=CCOc1ccccc1CNCc1ccc(F)cc1	1	3	-1	-4	i	-1.5	-4	-5	i	-3
10	CCCCCC(=O)Nc1ccc(S(=O)(=O)Nc2cc(OC)nc(OC)n2)cc1	2	7	1	-1	i	-0.2	-6	2	i	0
3	Cc1cccc(C(CC(=O)O)NC(=O)C(F)(F)F)c1 (stereo not drawn)	2	-4	1	2	i	-0.6	-9	-1	i	0
2	Cc1nc(NCc2cccnc2)c2c3c(sc2n1)CCCC3	27	2	5	51*	i	3.9	-6	-4	i	4

(cont.)
No.	SMILES	STEP inh	CSN deneddyl inh	Rin1 Abl inh	DNMT1 block	Rpn11 inh	LMPTP inh	Scp-1 inhibitor	NadD inh	Neddylation inh	SUMO1 PPI mod
11	Cc1cc(C)n(C(=O)CN2C(=O)c3ccccc3C2=O)n1	2	-3	2	7	i	-0.5	-7	8	i	0
12	COc1ccc(/C=C2\SC(=O)N(CCCC(=O)Nc3cc(Cl)ccc3C(=O)O)C2=O)cc1	1	0	3	-10	i	-1.5	-10	12	i	-5
13	Cn1c(=S)[nH]c2cccnc21	-1	0	2	8	i	-1.9	-6	0	i	-1
14	CCCCCCNC(=O)c1c(O)c2ccccc2[nH]c1=O	-2	6	0	5	i	-0.4	-6	6	i	-3
15	O=c1[nH]c2ccc(Cl)cc2c(O)c1-c1ccccc1	-1	-5	1	1	i	1.2	3	-4	/	-1
16	COc1ccc(N)cc1-n1cnnn1	-2	1	1	1	i	-0.2	-8	-7	i	-1
17	O=C(NN1CCOCC1)c1ccco1	-2	-6	4	-1	i	-1.1	1	-8	i	1
18	O=C(Nc1ccc(F)c(Cl)c1)c1cc(C2CCCN(C(=O)C3CC3)C2)on1 (stereo not drawn)	1	-1	0	-1	i	0.3	/	-3	i	0
19	Cc1ccccc1S(=O)(=O)Cc1ccc(C(=O)NC(C)c2ccc3c(c2)OCCO3)o1 (stereo not drawn)	1	-3	2	-2	i	0.4	-15	-2	i	5
20	CCOC(=O)Cc1csc(NC(=S)NC(=O)c2ccccc2C)n1	1	0	0	2	i	0.9	-4	-6	i	2
21	COC(=O)C1(C)NC(c2ccc(Cl)cc2)C2C(=O)N(c3ccccc3)C(=O)C21 (stereo not drawn)	0	-2	1	0	i	-1.5	-4	-6	i	2
22	CNC(=O)CSc1nnc(-c2cccnc2)n1-c1ccc(C)cc1	1	-7	2	4	i	-1.2	-5	-6	i	0
23	Cc1cc(NC(=O)C(C)Sc2nc(-c3ccccc3)cc(=O)[nH]2)no1 (stereo not drawn)	-2	1	4	2	i	-1.9	1	-5	i	6
24	O=c1cc(CSc2nc3cc(Cl)ccc3o2)nc2sccn12	-1	-5	-3	-4	i	0.0	-7	-6	i	-6
25	O=C(NCCn1ccc2ccccc21)C1CCCCC1	2	-2	4	-1	i	-1.0	-8	0	i	-2
26	CCOC(=O)c1sc(C)c(C(=O)NC2CCCCC2)c1N	3	1	0	0	i	-0.7	-1	-2	i	-1
27	CC(C)S(=O)(=O)c1csc(NC(=O)Nc2ccc(Cl)cc2)c1	4	-9	0	4	i	2.3	-12	-2	i	3
28	C=CCC(c1ccccc1)N(C(C)=O)c1ccco1 (stereo not drawn)	5	-5	1	2	i	-1.1	0	-3	i	3
29	O=C(CSc1nccn(-c2ccc(F)c(Cl)c2)c1=O)NC1CCCC1	1	3	0	-2	i	-1.1	1	-4	i	-13
30	O=C(Cn1ncc(Cl)c(Cl)c1=O)c1ccc(Cl)cc1	0	5	2	25	i	-0.3	-8	-4	i	-18
31	CC12CS(=O)(=O)CC1SC(=S)N2c1ccccn1 (stereo not drawn)	1	3	-2	5	i	-1.1	-11	3	i	-4
32	COc1ccc(-c2nc3ccccc3c(=O)n2-c2c(C)n(C)n(-c3ccccc3)c2=O)cc1	0	-1	2	1	i	-0.4	-10	3	i	1
33	O=C(Nc1ccccc1)c1cc([N+](=O)[O-])ccc1Cl	-2	0	-3	3	i	0.3	-6	0	i	-22
34	Cc1cc(/C=N/n2cnnc2)c(C)n1-c1cc(Cl)ccc1Cl	5	4	4	0	i	0.6	-3	-2	i	1
35	COc1ccc(N(CC(=O)NN=C2CCN(C)CC2)S(=O)(=O)c2ccccc2)c(OC)c1	-2	4	0	2	i	0.1	-6	-6	i	5
36	CSc1ccc(CN(C)C(=O)c2cccc(S(=O)(=O)NCc3ccccc3)c2)cc1	0	-1	0	-17	i	-7.0	-18	-6	i	-76
37	O=C1C=C(c2cccc3c2oc2ccccc23)C[C@@H](c2ccc(F)cc2)C1	-1	3	0	-3	i	0.7	-10	2	i	7
38	COc1ccc(CN2C(=O)/C(=C/c3ccncc3)SC2=S)cc1	1	-4	-2	-1	i	2.0	-5	15	i	-11
39	Cc1ccc(NC(=O)C(Cc2ccccc2)n2cccc2)cc1 (stereo not drawn)	2	2	-1	-4	i	1.2	-7	-5	i	4
40	Cc1ccccc1-n1c(SCc2c(C)noc2C)nnc1-c1ccncc1	-3	5	-3	-1	i	-1.8	-7	-2	i	2
41	CCC(=O)c1ccc(OCC(=O)N2CCN(c3ccccn3)CC2)cc1	-2	-1	4	1	i	-0.9	-2	-5	i	-2
42	CN1CCc2c(sc3c2C(=O)NC(c2ccc4c(c2)OCO4)N3)C1 (stereo not drawn)	2	-1	-4	1	i	-2.8	-3	-5	i	-24
43	COC1=CC(=O)OC(c2cccc([N+](=O)[O-])c2)C1 (stereo not drawn)	/	-4	/	/	/	-0.9	/	/	i	-43
44	CCN(Cc1ccccc1)S(=O)(=O)c1ccc(C(=O)Nc2nnc(C)o2)cc1	5	-6	-2	0	i	-0.6	-7	1	i	4
45	Cc1cc(C)n(CC(=O)N2N=C(C(F)F)CC2(O)C(F)F)n1 (stereo not drawn)	-4	-7	2	4	i	-2.7	-3	1	i	-2
46	CNC(=O)c1ncoc1-c1ccc(Cl)cc1	0	-1	-2	0	i	-0.7	-3	-4	i	9
47	O=C(O)CC1C(=O)NCCN1Cc1ccc(F)c(F)c1 (stereo not drawn)	-3	-4	0	-2	i	-1.1	-10	-7	i	3
48	O=C(Nc1ccc(S(=O)(=O)Nc2ccccc2)cc1)C1CC1	3	0	11*	0	i	0.4	-5	-2	i	-1
49	N=C1C(=O)OCC1c1ccccc1NC(=O)Nc1ccccc1 (stereo not drawn)	-2	-1	5	2	i	-0.8	-7	-10	i	-2
50	COc1cccc(/C=N/NC(=O)c2cc(-c3cccn3C)n[nH]2)c1O	4	-1	0	-8	i	-0.1	-1	3	i	-1
51	COc1cc(/C=N/NC(=O)Nc2ccccc2)ccc1OCCOc1ccccc1C	1	5	0	16	i	0.4	-3	-5	i	3
52	O=C(NC(=S)Nc1ccc(Cl)c(C(=O)O)c1)c1cncc(Br)c1	0	0	2	4	i	-1.3	5	2	i	5
53	COc1ccc(CNC(=O)CCNS(=O)(=O)c2ccc(Cl)cc2)cc1	-1	13	0	-2	i	0.7	-5	-3	i	-6
54	CN(Cc1ccccc1)C(=O)COC(=O)c1ccc(-n2cnnn2)cc1	-1	3	6	2	i	-1.6	-8	3	i	1
55	COc1ccc(CNC(=O)c2ccc3nc(C)c(N(C)Cc4ccc(NC(C)=O)cc4)n3c2)cc1	-4	0	3	0	i	-3.6	/	0	i	-1
56	C/C=C/c1ccc(OCCCNC)c(OC)c1	2	-1	3	5	i	-0.6	-2	-4	i	-1
57	CCc1ccccc1OCCCN1CCCC1	-1	-4	0	3	i	-3.2	-6	-4	i	-7
58	CCOC(=O)C1CCN(c2nc(-c3ccc(C)cc3)nc3ccccc23)CC1	0	-5	-5	0	i	15	0	2	i	-1
59	CSc1cccc(CN2CCC(CCC(=O)NC3CC3)CC2)c1	-3	2	3	7	i	0.5	15	-3	i	-3
60	CCOC(=O)Cc1csc(/N=C/c2c(O)n(-c3ccc(C)cc3C)c(=O)c3ccccc23)n1	-1	7	-1	-3	i	2.8	-7	3	i	-1
